# TR-FRET SRC-2 ct: TR-FRET artefact, counter-screen to PPARgamma/SRC-2 agonist assay; TR-FRET ratio at 8 µM; active compounds read high; 200,000 tested, 0.4% active; in the data active means TR-FRET ratio above about 2000; further: inactives centre near 1500
# STAT3 act: activators of IL-6 induced STAT3 signaling; activation (% of control), % at 5.6 µM; U3A cells, IL-6 STAT3-luciferase reporter, luminescence; 100% = signal with IL-6 EC80 alone; 190,000 tested, 0.91% active;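 active means activation above the screen-wide mean of compound activation plus 3 SD, cut at about 130% in these data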;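 further: 0% = background luminescence of wells with medium and substrate only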
#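 system = STAT3-luciferase reporter U3A cells | reagent = IL-6 stimulus at 33 ng/mL final | timing = 1 h compound pre-exposure, 6 h IL-6 stimulation, 37 °C | measured by = luminescence | evaluation = % activation versus median of IL-6-stimulated wells | control set = IL-6-only wells as 100% reference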
# PPARg SRC1 recr: promotes SRC-1 coactivator recruitment by human PPARgamma; PPARgamma-SRC-1 coactivator recruitment biochemical assay; activation, % at 8 µM; AID 631; P37231; 200,000 tested, 0.41% active; in the data active means activation above about 19%;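 further: 0% = DMSO and 100% = reference agonist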
# PPARg SRC2 recr: promotes SRC-2 coactivator recruitment by human PPARgamma; 200,000 tested, 0.34% active; activation, % at 8 µM; PPARgamma LBD-SRC-2 recruitment, biochemical; P37231; in the data active means activation above about 22%;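 further: 0% = vehicle and 100% = reference agonist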
# STAT3 inh: inhibitors of IL-6 induced STAT3 signaling; U3A cells, IL-6 STAT3-luciferase reporter, luminescence; host cell line lacks STAT1; inhibition, % at 5.5 µM; 190,000 tested, 0.89% active;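 active means inhibition above the mean inhibition across all screened compounds plus 3 SD, cut at about 44% in these data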;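 further: 0% = DMSO only wells and 100% = 100 µM nifuroxazide control wells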
# TLR4 MyD88 comp: blocks binding of human TLR4 to MyD88; O00206+Q99836; HeLa CL3-4 TLR4/MyD88 BLA complementation, FRET ratio; AID 861; inhibition, % at 8.4 µM; 200,000 tested, 0.18% active; in the data active means inhibition above about 25%;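 further: 0% = vehicle and 100% = reference inhibitor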
# Target sequence (O00206 whole entry, looked up): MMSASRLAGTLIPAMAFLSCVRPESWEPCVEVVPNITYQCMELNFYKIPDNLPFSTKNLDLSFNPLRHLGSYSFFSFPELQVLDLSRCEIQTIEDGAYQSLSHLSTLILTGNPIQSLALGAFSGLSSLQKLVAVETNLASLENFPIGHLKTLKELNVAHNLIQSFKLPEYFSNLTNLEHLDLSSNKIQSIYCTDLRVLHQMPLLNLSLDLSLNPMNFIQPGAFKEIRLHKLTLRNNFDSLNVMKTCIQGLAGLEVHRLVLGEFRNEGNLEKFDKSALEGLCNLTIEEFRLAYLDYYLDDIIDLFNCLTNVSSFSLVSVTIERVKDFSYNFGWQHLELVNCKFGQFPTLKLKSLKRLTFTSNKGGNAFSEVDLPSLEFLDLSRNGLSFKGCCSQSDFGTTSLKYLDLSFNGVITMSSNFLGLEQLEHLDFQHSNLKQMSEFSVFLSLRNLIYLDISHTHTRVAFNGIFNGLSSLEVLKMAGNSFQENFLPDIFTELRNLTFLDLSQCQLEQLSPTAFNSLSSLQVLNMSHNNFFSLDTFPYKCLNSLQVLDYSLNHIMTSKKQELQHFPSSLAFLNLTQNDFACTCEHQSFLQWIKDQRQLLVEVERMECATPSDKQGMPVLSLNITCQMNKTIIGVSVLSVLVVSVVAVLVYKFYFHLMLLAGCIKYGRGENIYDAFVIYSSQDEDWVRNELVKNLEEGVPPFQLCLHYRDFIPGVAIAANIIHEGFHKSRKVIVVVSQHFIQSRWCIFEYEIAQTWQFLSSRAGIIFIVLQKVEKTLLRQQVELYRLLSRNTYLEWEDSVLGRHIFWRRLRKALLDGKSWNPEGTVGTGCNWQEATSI
# Target sequence (Q99836 whole entry, looked up): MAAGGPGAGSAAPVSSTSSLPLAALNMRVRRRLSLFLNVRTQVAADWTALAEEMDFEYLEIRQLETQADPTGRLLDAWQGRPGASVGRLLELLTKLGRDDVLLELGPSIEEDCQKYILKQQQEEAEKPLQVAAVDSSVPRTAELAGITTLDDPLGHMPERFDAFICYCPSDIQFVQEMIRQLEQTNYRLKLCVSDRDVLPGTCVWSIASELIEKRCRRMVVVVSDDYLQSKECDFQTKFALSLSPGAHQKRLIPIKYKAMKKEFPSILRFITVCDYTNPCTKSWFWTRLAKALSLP
# RAM inhibit: inhibitors of the yeast RAM network. 190,000 tested, 1.8% active. inhibition, % at 50 µM. AID 868. S. cerevisiae dse1pr::URA3 reporter, 5-FOA growth OD615, 2 d; analog-sensitive cbk1-as2 kinase mutant strain;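 active means inhibition above a set limit, 3 SD over mean compound inhibition, cut at about 8.4% in these data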;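 further: 0% = DMSO-only wells with no growth and 100% = 10 µM 1-NA-PP1 full growth; inhibition rescues growth on 5-FOA so higher OD means more RAM inhibition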
# PPARg SRC-3 ag: promotes SRC-3 coactivator recruitment by human PPARgamma; AID 731; 200,000 tested, 0.26% active; activation, % at 8 µM; biochemical PPARgamma/SRC-3 coactivator recruitment assay; P37231; in the data active means activation above about 23%;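 further: 0% = DMSO and 100% = reference agonist; some compounds past the cut are filed as inactive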
# STAT1 blocker: inhibitors of IFN-gamma induced STAT1 signaling | NIH 3T3 STAT1-luciferase reporter, luminescence | inhibition, % at 5.5 µM | 200,000 tested, 0.35% active;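 active means inhibition above a set limit, the mean inhibition across all tested compounds plus 3 SD, cut at about 34% in these data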;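 further: 0% = IFN-gamma with DMSO and 100% = IFN-gamma with 300 µM nifuroxazide; values of inactives mirror those of a sister screen read the other way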
# S1P3 antagonist: S1P3 (human) receptor antagonism | Q99500 | CHO S1P3 NFAT-BLA reporter, FRET fluorescence, antagonist mode | inhibition, % at 4.98 µM | 170,000 tested, 0.27% active | AID 485;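 active means inhibition above the plate cutoff, the mean inhibition of test wells on that plate plus 3 SD, cut at about 28% in these data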;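 further: cells challenged with S1P at its EC80 of 0.8 µM; blue over green emission ratio from cleaved BLA substrate after 4 h stimulation; 0% = S1P-stimulated wells and 100% = unstimulated DMSO-only wells; some compounds past the cut are filed as inactive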
# ROMK primary: human ROMK K+ channel modulation, primary screen; 130,000 tested, 2% active; Tet-inducible ROMK, thallium flux fluorescence; actives lie on both sides; B-score at 10 µM; P48048;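 active means signal ratio slope over the read window, or its plate-corrected B-score, at least 3 SD from the plate mean, either direction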;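 further: B-score of the F/F0 ratio slope over 7 to 12 s after thallium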
# An asterisk follows results filed as active; nt = no result given.
no.	compound	S1P3 antagonist	TR-FRET SRC-2 ct	STAT3 inh	PPARg SRC1 recr	RAM inhibit	ROMK primary	STAT3 act	STAT1 blocker	PPARg SRC-3 ag	PPARg SRC2 recr	TLR4 MyD88 comp
1	COC(=O)c1ccc(NC(=O)CSc2nc3ccccc3c(=O)[nH]2)cc1	nt	1551	4	-2	4.3	-0.056	102	3	-6	-2	9
2	NC(=O)C1CCN(C2CC(=O)N(Cc3ccc(N4CCCC4=O)cc3)C2=O)CC1 (stereo unspecified)	nt	1650	9	8	0.2	nt	93	3	3	7	16
3	CCCNC(=O)COC(=O)c1cc(C)nc2ccccc12	-11	1517	8	-1	1.1	-0.91	98	7	-1	3	-5
4	COc1cc(NC(=O)CSc2nnc3c(C)cc4c(C)ccc(C)c4n23)c(C(=O)O)cc1OC	-8	1665	0	19	0.6	0.36	101	4	8	6	6
5	O=C(/C(C=Nc1cccc(C(F)(F)F)c1)=C(/O)c1ccco1)C(F)(F)F	-1	1543	-9	-5	-1.2	0.45	106	-9	3	3	-16
6	COC(=O)C1=C(C(=O)c2ccccc2)C(c2ccc(OC)c(OC)c2)Nc2nnnn21 (stereo unspecified)	-8	1353	-9	0	1.6	nt	108	0	1	2	4
7	CCN1CCN(C(=O)c2ccc(CN(c3ccccc3)S(=O)(=O)c3ccccc3)cc2)CC1	-16	1541	-12	-2	0.8	nt	110	-5	-3	4	-5
8	c1ccc2nc3[nH]cnc3nc2c1	nt	1744	6	10	0.4	nt	99	0	6	0	19
9	COC(=O)Cn1cnc2c1c(=O)n(C)c(=O)n2C	nt	1570	0	9	0.9	-0.0035	102	5	5	4	-7
10	Cc1nn(-c2ccccc2)c(Cl)c1C1C(C#N)=C(N)OC2=C1C(=O)CCC2 (stereo unspecified)	nt	1553	26	3	-0.7	nt	83	8	-1	8	2
11	CCOC(=O)c1c(NC(=O)CCC(=O)N2CCOCC2)sc2c1CC(C)(C)OC2	nt	1601	7	5	0.6	nt	97	2	15	0	-6
12	CS(=O)(=O)N(CC(=O)N1CCN(c2ccccc2F)CC1)C1CCCCC1	nt	1480	-2	-5	0.4	nt	106	3	0	-7	-5
13	FC(F)(F)c1cccc(Oc2nc(-c3ccccc3)nnc2C(F)(F)F)c1	nt	1742	2	-7	6.8	nt	109	-4	-8	7	5
14	O=C(Cc1ccccc1[N+](=O)[O-])NCc1ccc2c(c1)OCO2	18	1512	-3	12	4.0	-0.75	107	-11	12	4	3
15	COc1ccccc1NC(=O)NCc1ccco1	6	1744	4	5	1.1	nt	98	-3	-4	12	2
16	Cc1ccc(CNC(=O)COC(=O)C2CCN(S(=O)(=O)c3cccs3)CC2)cc1	0	1529	0	6	-0.2	-0.27	101	9	0	2	-11
17	CC1=C(C(=O)Nc2ccc(C)cc2)C(c2ccco2)NC(=O)N1 (stereo unspecified)	nt	1427	3	-1	4.0	0.57	99	1	-10	4	-8
18	C/C(=N\Nc1ccc(S(N)(=O)=O)cc1[N+](=O)[O-])c1ccc2c(c1)OCO2	2	1620	16	9	3.1	0.4	88	-8	0	1	5
19	CC(=O)Nc1cccc2ncccc12	-2	1327	-4	-5	0.4	0.68	104	1	-3	-3	-3
20	C/C(CC(=O)Nc1ccccc1[N+](=O)[O-])=N\NC(=O)COc1ccccc1C	nt	1557	-12	-4	3.4	nt	117	10	4	-3	6
21	Cc1ccccc1OCC(=O)N/N=C/c1cccc(Oc2ccc([N+](=O)[O-])cc2[N+](=O)[O-])c1	-12	1600	3	-6	1.7	nt	99	2	2	7	-5
22	C/C(CC1(O)/C(=N/O)CCc2nonc21)=N\O (stereo unspecified)	4	1684	6	9	-0.8	0.12	97	-3	5	2	-7
23	C/C=C(\C)C(=O)NCCN1C2=NC[C@@H](C)N2C[C@@H]1Cc1ccc(OC)cc1	-9	1620	nt	6	0.0	nt	nt	-4	1	5	-4
24	CC1CC2=C(NC(=S)NC2c2ccc(F)cc2)/C(=C/c2ccc(F)cc2)C1 (stereo unspecified)	nt	1803	2	2	2.3	nt	103	0	14	3	-11
25	CCOC(=O)Nc1ccc(S(=O)(=O)N2CCOCC2)cc1	9	1423	4	-3	-0.4	nt	100	-2	1	0	-1
26	CCCCC(CC)C(=O)Nc1cc([N+](=O)[O-])ccc1F (stereo unspecified)	-13	1561	4	2	1.6	0.39	101	4	8	12	-8
27	CCOc1ccc(N(CC)S(=O)(=O)c2ccc3c(c2)oc(=O)n3C)cc1	29	1476	6	10	-0.1	nt	100	18	-6	8	3
28	CCN(CC)C(=O)CSc1nc2c(c(-c3cccnc3)c1C#N)CCCC2	-17	1432	5	4	0.2	nt	96	6	3	7	3
29	Cc1cc(C)cc(N2C(=O)C3NN=C(C(=O)OCc4ccccc4)C3C2=O)c1 (stereo unspecified)	-3	1305	0	-4	0.1	-0.15	98	7	-5	-7	-2
30	CCC(NC(=O)c1cccc(Cn2nc(C)c([N+](=O)[O-])c2C)c1)c1ccc(C(C)C)cc1 (stereo unspecified)	nt	1537	-5	-1	1.4	0.13	103	-8	7	7	5
31	Cc1cc(F)ccc1S(=O)(=O)Nc1ccccc1C(=O)Nc1ccccc1-c1nc2ccccc2[nH]1	-3	1526	12	3	2.6	0.077	93	-9	2	1	-4
32	CCOc1ccc2[nH]c(=O)c(CN(CCN3CCOCC3)Cc3nnnn3C(C)(C)CC)cc2c1	-35	1449	-7	11	-0.4	-1.7	108	10	3	2	-2
33	Cc1cccc(OCC(=O)NNC(=O)Nc2cccc(Cl)c2)c1C	nt	1626	0	5	4.1	nt	105	-10	-1	9	-1
34	O=C(NC1CCCc2ccccc21)C1CCN(S(=O)(=O)c2cccc3nonc23)CC1 (stereo unspecified)	nt	1432	7	-4	2.4	0.0031	101	0	-7	4	-12
35	Cc1nc2oc3c(NCc4ccccn4)ncnc3c2c2c1COC(C)(C)C2	3	1508	12	6	-0.7	nt	95	-3	4	9	3
36	O=C(/C=C/c1ccc(N2CCCCC2)c([N+](=O)[O-])c1)c1ccc(S(=O)(=O)N2CCCC2)cc1	-6	1801	7	4	12*	0.32	97	4	-2	5	1
37	COCC(C)n1c(SCc2nc(N)nc(Nc3ccccc3C)n2)nc2ccccc2c1=O (stereo unspecified)	nt	1707	-4	-1	1.4	-0.25	104	1	0	5	-11
38	CCOC(=O)N1CCN(C(=O)CN(C)S(=O)(=O)c2ccc(OC)c(OC)c2)CC1	-12	1450	4	7	-0.9	nt	99	-7	10	-3	-6
39	Nc1ccc(C(=O)Nc2ccc3nc(-c4ccncc4)[nH]c3c2)cc1	-4	1364	10	-1	0.6	0.55	98	0	-2	1	7
40	Cc1ccc(S(=O)(=O)N2CCOCC2)c2nsnc12	nt	1499	-5	-4	3.4	0.45	105	2	-5	-1	4
41	O=C(OC(C(=O)Nc1cccc(C(F)(F)F)c1)c1ccccc1)C1CCCCC1 (stereo unspecified)	37*	1536	-13	-8	14*	-0.27	112	3	-1	-1	-4
42	CCCOc1ccc(C(CC(=O)O)NC(=O)c2cccs2)cc1 (stereo unspecified)	nt	1533	9	0	2.2	nt	94	2	6	10	0
43	Cc1ccc(OCc2nc3ccccc3[nH]2)cc1	11	1631	32	16	-0.1	-0.12	74	-53	-2	7	-4
44	CSc1ccc2[nH]c(=O)cc(C)c2c1	-24	1736	10	6	0.0	nt	96	0	13	7	-10
45	COc1cc(CNC2CCCCCC2)cc(OC)c1O	-41	1466	4	6	0.3	nt	105	-1	4	4	2
46	Cc1cnc(C(=O)Nc2ccccc2F)cn1	nt	1606	16	-2	2.3	nt	92	-30	6	2	2
47	CCOC(=O)N1CCN(CC(O)COCc2ccccc2)CC1 (stereo unspecified)	nt	1548	9	-3	0.2	nt	96	-4	1	3	1
48	COC(=O)c1cc(Br)c(=O)n(CCN2CCCCC2)c1	-21	1470	4	-4	-0.7	0.021	101	0	11	8	10
49	C=CCOc1c(Cl)cc(CNc2ccc(N(C)C)cc2)cc1OC	nt	2956*	-9	60*	8.4*	nt	118	-41	120*	103*	0
50	CCNC(=O)NC(=O)C(C)Oc1ccc(Br)cc1Br (stereo unspecified)	-2	1512	-8	-4	2.4	0.21	107	-11	1	6	-6
51	O=c1[nH]c(=O)c2cc([N+](=O)[O-])cc([N+](=O)[O-])c2[nH]1	-20	1621	3	-2	-0.7	0.062	105	11	4	2	-10
52	CCn1nnnc1NC(=O)c1cc(Cl)c(OC)c(Cl)c1	-2	1598	19	8	1.5	0.45	86	1	2	2	-15
53	CCN(CC)C(=O)CN(c1ccc(F)c(Cl)c1)S(C)(=O)=O	4	1541	2	-4	4.2	nt	98	3	-5	1	-12
54	Cc1[nH]c(=O)nc2c1CCC2	-13	1752	8	7	0.1	1.1	97	-8	6	5	-9
55	COc1ccc(-c2cnn3c(N)c(S(=O)(=O)C(C)(C)C)cnc23)cc1	nt	1493	-13	-4	-0.2	nt	116	-9	6	-12	10
56	COc1ccc(NC(=O)NCc2ccco2)c(OC)c1	-9	1450	20	-2	-0.1	-0.12	91	-3	-3	1	0
57	COC(=O)C(NC(=O)C(NC(=O)c1ccccc1)C(C)C)C(C)C (stereo unspecified)	-8	1584	9	-1	0.0	nt	96	5	8	0	4
58	O=c1c2cc(N3CCOCC3)ccc2[nH]c(=S)n1CCc1ccccc1	-1	1636	30	2	6.8	0.38	82	-36	4	-1	-3
59	CCOc1cc(CNCCc2ccccc2)ccc1OCC(=O)NC(C)(C)C	-8	1374	2	-3	-0.7	nt	103	2	4	-3	2
60	Cc1ccc(C(=O)NCCN2C3=NC[C@H](C)N3C[C@H]2Cc2ccc(O)cc2)cc1Br	-9	1427	nt	0	0.6	nt	nt	2	-3	-3	-10

# Next section.
no.	compound	S1P3 antagonist	TR-FRET SRC-2 ct	STAT3 inh	PPARg SRC1 recr	RAM inhibit	ROMK primary	STAT3 act	STAT1 blocker	PPARg SRC-3 ag	PPARg SRC2 recr	TLR4 MyD88 comp
61	CC(C)(C)OC(=O)COc1cc(OCC(=O)OC(C)(C)C)c2c(=O)cc(-c3ccccc3)oc2c1	nt	1561	21	2	4.9	nt	90	4	-4	8	-2
62	O=C(NCC(c1ccco1)N1CCCCC1)c1ccc2c(c1)S(=O)(=O)c1ccccc1C2=O (stereo unspecified)	1	1439	-7	-3	-0.5	-1	114	3	-2	1	0
63	CCCSc1ccc(C(=O)Nc2ccc(Cl)cc2)cn1	-15	1644	-2	11	2.3	0.41	106	-33	2	6	7
64	CCN(CC)S(=O)(=O)c1ccc(OC)c(NC(=O)Cn2cnc3c2c(=O)n(C)c(=O)n3C)c1	-2	1627	0	3	1.2	0.27	102	-4	-2	3	-15
65	NC(=O)c1nsc(C(=O)N(c2ccccc2)C(C(=O)NCC2CCCO2)c2cccs2)c1N (stereo unspecified)	-3	1593	7	0	1.2	0.54	100	-13	2	2	-11
66	O=C(NCC(c1ccco1)N1CCOCC1)c1ccc([N+](=O)[O-])cc1 (stereo unspecified)	-25	1412	1	-4	2.4	-0.13	104	5	0	1	4
67	CCOC(=O)Cc1csc(NC(=O)c2sc3nc4ccc(CC)cc4cc3c2N)n1	nt	1675	6	7	4.0	nt	100	-10	15	6	3

# Compound activity: PubChem BioAssay, several laboratories
